Compound activity as filed in PubChem BioAssay.
SENP1 inh: blocks the human SENP1 SUMO protease catalytic domain; recombinant SENP1 catalytic domain, CyPet-SUMO1-YPet FRET cleavage; hit rate 0.21% among 360,000; inhibition, % at 10 µM; AID 624204;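 active means inhibition at least 30% at 10 µM, raw YFP signal under a set limit, fluorescence ratio 0.5 to 1.5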;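 further: 0% = enzyme with DMSO and 100% = no enzyme wells; some results filed as inactive read as strong as hits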
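Material – human SENP1 catalytic domain · Input – SENP1 enzyme, 20 pM final · Compound dosing – single concentration of 10 µM compound, 0.5% DMSO final · Timing – enzyme reaction for 50 min at room temperature, dark · Measured by – FRET fluorescence in CFP and YFP emission channels · Control set – no-enzyme wells low, DMSO-plus-enzyme wells high control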
HKDC1 inhibitor: blocks human hexokinase HKDC1 activity | inhibition, % at 20 µM | hit rate 0.16% among 340,000 | Q2TB90 | recombinant HKDC1, G6PDH/diaphorase resazurin coupled fluorescence;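 active means inhibition above about 35% when tested at 20 µM, limit read from the data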;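 further: plate controls were DMSO wells with enzyme for no effect and DMSO wells lacking enzyme for full effect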
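Test system: recombinant HKDC1 (HK5) hexokinase enzyme, produced in-house; Amount: enzyme 5 µg/mL final; Buffer or medium: Tris pH 8.0 buffer with MgCl2, Tween-20, BSA, BME; Reagent: glucose and ATP substrates; Doses: 20 µM test compound, 1% DMSO; Incubation: 90 min reaction incubation at room temperature, dark; Detection: resorufin fluorescence at 613 nm.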
PfGluPho inh: PfG6PD (Plasmodium falciparum) enzyme inhibition. PfGluPho enzyme, NADPH resazurin-diaphorase fluorescence. inhibition, % at 20 µM. hit rate 0.78% among 350,000;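 active means inhibition reaching at least a set limit at 20 µM in the primary screen, cut at about 59% in these data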;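 further: 0% = DMSO wells with substrate and 100% = DMSO wells lacking glucose-6-phosphate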
SENP7 inh: inhibitors of human SENP7 protease | inhibition, % at 5 µM | recombinant SENP7, Z-RLRGG-aminoluciferin luminescence, 40 min | hit rate 1.5% among 330,000 | Q9BQF6;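 active means inhibition above about 50% at the single test dose, limit read from the data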;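 further: plate controls were DMSO with enzyme for no effect and no enzyme buffer wells for full effect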
Target sequence (Q9BQF6 706-1050 limits assumed): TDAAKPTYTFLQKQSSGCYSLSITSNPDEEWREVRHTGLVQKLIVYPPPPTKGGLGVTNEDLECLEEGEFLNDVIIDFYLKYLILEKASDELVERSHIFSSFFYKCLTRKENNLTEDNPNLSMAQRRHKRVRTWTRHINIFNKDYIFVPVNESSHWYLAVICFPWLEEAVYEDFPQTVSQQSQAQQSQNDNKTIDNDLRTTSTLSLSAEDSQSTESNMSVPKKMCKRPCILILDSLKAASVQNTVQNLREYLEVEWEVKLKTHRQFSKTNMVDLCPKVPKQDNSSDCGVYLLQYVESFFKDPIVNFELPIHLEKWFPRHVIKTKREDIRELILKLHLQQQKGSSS
SENP8 block-1: inhibitors of human SENP8 protease; inhibition, % at 10 µM; purified SENP8, Z-RLRGG-aminoluciferin cleavage, luminescence; Q96LD8; AID 2540; hit rate 1.2% among 330,000; in the data active means inhibition above about 50%
Target sequence (Q96LD8 whole entry, looked up): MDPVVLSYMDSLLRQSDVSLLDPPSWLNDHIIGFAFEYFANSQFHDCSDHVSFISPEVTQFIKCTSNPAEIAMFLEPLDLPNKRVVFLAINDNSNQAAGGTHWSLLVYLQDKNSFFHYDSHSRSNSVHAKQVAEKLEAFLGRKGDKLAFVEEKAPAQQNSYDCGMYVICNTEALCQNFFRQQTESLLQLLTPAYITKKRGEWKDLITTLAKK
NLRP3 yeast inh: NALP3 inhibition in yeast | hit rate 0.39% among 330,000 | Yeast reconstituted NLRP3/ASC/caspase-1, beta-gal luminescence, 24 h | inhibition, % at 10 µM;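 active means inhibition of 50% or more; inactive means inhibition below 50%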;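 further: plate controls were induced DMSO wells for no effect and uninduced yeast grown without galactose for full effect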
SENP6 inh: blocks the human protease SENP6; Q9GZR1; inhibition, % at 10 µM; hit rate 1.8% among 330,000; Recombinant SENP6 catalytic domain, aminoluciferin luminescence;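 active means inhibition above about 50% at the single tested dose, limit read from the data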;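 further: plate controls were DMSO wells with enzyme for no effect and DMSO wells lacking enzyme for full effect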
Target sequence (Q9GZR1 628-1112 limits assumed): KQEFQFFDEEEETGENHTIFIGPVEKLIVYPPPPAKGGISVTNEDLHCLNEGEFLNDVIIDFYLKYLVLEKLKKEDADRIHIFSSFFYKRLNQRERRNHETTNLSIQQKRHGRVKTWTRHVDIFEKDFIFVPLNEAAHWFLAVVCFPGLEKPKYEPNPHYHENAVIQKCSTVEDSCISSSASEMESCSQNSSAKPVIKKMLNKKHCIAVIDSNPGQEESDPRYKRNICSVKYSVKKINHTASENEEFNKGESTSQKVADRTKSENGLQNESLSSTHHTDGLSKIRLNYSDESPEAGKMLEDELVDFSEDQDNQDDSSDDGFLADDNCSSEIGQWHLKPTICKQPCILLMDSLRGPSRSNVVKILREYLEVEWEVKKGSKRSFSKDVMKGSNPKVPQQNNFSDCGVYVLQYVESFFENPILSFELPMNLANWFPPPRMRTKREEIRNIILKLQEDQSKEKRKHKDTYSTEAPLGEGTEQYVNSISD
SENP8 block-2: blocks human SENP8 cleavage of Nedd8 substrate; inhibition, % at 20 µM; Q96LD8; hit rate 0.64% among 360,000; recombinant SENP8, Nedd8 substrate fluorescence; AID 602440; in the data active means inhibition mostly above about 40%, no sharp cut-off; inactive means mostly below about 27%
Apaf-1 inh: blocks human Apaf-1 apoptosome activity. inhibition, % at 20 µM. hit rate 0.71% among 330,000. AID 489030. reconstituted apoptosome caspase-3 activity, DEVD-Rh110 fluorescence. O14727; active means inhibition of at least 40% at 20 µM;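 further: plate controls were DMSO wells for no effect and DEVD-CHO caspase inhibitor wells for full effect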
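Material: cell-free apoptosome with Apaf-1, procaspase-3 and caspase-9; Buffer or medium: Hepes pH 7.5 with detergent and BSA; Reagent: cytochrome c trigger plus (Z-DEVD)2-Rh110 caspase-3 substrate; Times: compound with Apaf-1, dATP, procaspase-3 30 min, then 50 min reaction, room temperature; Technique: Rh110 fluorescence intensity.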
* hit, by the source's call; i = inactive; nt = no result given.

Short forms – A = SENP1 inh; B = HKDC1 inhibitor; C = PfGluPho inh; D = SENP7 inh; E = SENP8 block-1; F = NLRP3 yeast inh; G = SENP6 inh; H = SENP8 block-2; I = Apaf-1 inh
CC(=O)Nc1ccc(S(=O)(=O)Nc2ccc(S(=O)(=O)N3CCCCCC3)cc2)cc1
  A: 2 | B: 4 | C: -40 | D: 0 | E: 3 | F: 8 | G: -18 | H: 32 | I: 3
CCO[C@@H]1OC(C(=O)N2CCOCC2)=C[C@H](C(C)(C)C)[C@H]1CCCO
  A: 3 | B: -9 | C: 1 | D: 7 | E: -11 | F: 3 | G: -22 | H: 9 | I: 3
O=C(CCC(=O)Nc1ccccc1Cl)NNC(=S)Nc1ccccc1C(F)(F)F
  A: 3 | B: -6 | C: 0 | D: 1 | E: -4 | F: 18 | G: 5 | H: -2 | I: 2
O=C(Cc1ccccc1)NNC(=O)C1CC=CCC1 (stereo unspecified)
  A: 2 | B: -2 | C: -10 | D: 3 | E: 4 | F: 5 | G: 4 | H: 2 | I: 4
NC(=S)NNC(=O)[C@@H]1CCCC[C@@H]1C(=O)O
  A: 0 | B: -10 | C: 18 | D: -5 | E: -7 | F: -11 | G: -3 | H: 12 | I: 9
O=C(c1c[nH]c(C(=O)C(Cl)(Cl)Cl)c1)c1ccccc1Br
  A: 1 | B: 16 | C: -9 | D: 10 | E: -1 | F: 16 | G: -16 | H: 0 | I: -5
CCN1C(N(C)C)=NC[C@@H]1Cc1ccccc1
  A: -2 | B: -5 | C: 2 | D: 1 | E: -6 | F: 22 | G: -6 | H: 8 | I: 8
COc1cccc(C=NNc2nc3ccccc3s2)c1OC
  A: -3 | B: -6 | C: 22 | D: nt | E: nt | F: nt | G: nt | H: -420 | I: nt
Cc1ccc(NC(=O)CCn2cnc3ccccc3c2=O)c(C)c1
  A: 3 | B: -1 | C: -10 | D: -4 | E: -4 | F: -3 | G: -14 | H: 9 | I: 8
CCCCOC(=O)CSCC(=O)N1N=C(c2cccs2)CC1c1ccc(F)cc1 (stereo unspecified)
  A: 2 | B: -3 | C: 16 | D: -3 | E: -5 | F: 9 | G: -1 | H: -423 | I: 20
CCOC(=O)N1CCN(c2c(F)cc3[nH]c(=S)[nH]c3c2Br)CC1
  A: 0 | B: -1 | C: 24 | D: 3 | E: 1 | F: 24 | G: -26 | H: 22 | I: 7
Nc1c(N(Cc2ccccc2)C(=O)COc2ccc([N+](=O)[O-])cc2)c(=O)[nH]c(=O)n1Cc1ccccc1
  A: 0 | B: -3 | C: 6 | D: nt | E: nt | F: nt | G: nt | H: -1 | I: nt
Cc1cnc(C(=O)OCc2ccc(Br)cc2F)cn1
  A: 1 | B: -6 | C: 3 | D: 0 | E: 5 | F: 10 | G: -15 | H: 5 | I: 2
COc1cc(NC(=O)C2Cc3ccccc3CN2S(C)(=O)=O)cc(OC)c1 (stereo unspecified)
  A: 3 | B: -4 | C: -8 | D: 2 | E: -7 | F: 13 | G: 1 | H: 10 | I: 8
Cc1ccc(C(=O)NC(=S)Nc2ccc3[nH]c(=O)[nH]c3c2)c(C)c1
  A: 1 | B: -11 | C: -17 | D: 5 | E: 1 | F: -12 | G: -16 | H: 23 | I: -4
CSCCC(N=C(NS(=O)(=O)c1ccc(Br)cc1)c1ccccc1)C(=O)O (stereo unspecified)
  A: 2 | B: -10 | C: 0 | D: -4 | E: -11 | F: 9 | G: -20 | H: 8 | I: 8
CCCCn1c(=O)[nH]c(=O)c2c1nc(-c1ccc(OCCC)c(OCC)c1)n2CCOC
  A: -5 | B: -4 | C: 3 | D: -5 | E: 7 | F: 0 | G: -13 | H: -441 | I: 15
Cc1cccc(NC(=O)CCC(=O)N/N=C/c2cc([N+](=O)[O-])ccc2O)c1
  A: 4 | B: -26 | C: -14 | D: 3 | E: 2 | F: 24 | G: -1 | H: 16 | I: 1
COc1cc(=O)oc(-c2ccccc2)c1C(C)=O
  A: 2 | B: -7 | C: 1 | D: -2 | E: -13 | F: 13 | G: -10 | H: 17 | I: -6
CCC1(c2ccc(F)cc2)NC(=O)N(CC(=O)N2CCc3ccccc32)C1=O (stereo unspecified)
  A: 0 | B: 3 | C: 6 | D: 1 | E: 3 | F: 16 | G: -8 | H: 13 | I: -6
O=C(COC(=O)c1ccc(-c2ccc([N+](=O)[O-])cc2)o1)NC(=O)NC1CCCCC1
  A: 1 | B: -6 | C: -1 | D: 3 | E: -5 | F: 4 | G: 5 | H: -110 | I: 16
Cc1cc(CN2C(=O)c3ccccc3C2=O)cc(N2CCOCC2)c1
  A: 2 | B: 11 | C: -23 | D: 10 | E: 0 | F: 30 | G: -12 | H: 1 | I: -18
Cc1ccc(-c2ccc(C(=O)O)o2)cc1Cl
  A: 0 | B: -1 | C: -23 | D: -2 | E: 3 | F: 10 | G: 1 | H: 22 | I: -15
C[C@]12CC[C@@H]3c4ccc(O)cc4CC[C@H]3[C@@H]1CC[C@@H]2OC(=O)CCC1CCCC1
  A: 0 | B: 0 | C: 26 | D: -7 | E: -10 | F: 7 | G: -6 | H: 13 | I: 19
c1cc2c3c(cccc3c1)NC(c1ccc3c(c1)OCO3)N2
  A: 0 | B: 14 | C: 52 | D: 4 | E: 0 | F: 4 | G: 20 | H: 11 | I: 18
COc1ccc(C(=O)O)cc1S(=O)(=O)NC(C)C
  A: 3 | B: -1 | C: 7 | D: 5 | E: -9 | F: 11 | G: -13 | H: 11 | I: -9
CC(C)CSc1nnc2c(n1)[nH]c1ccccc12
  A: 1 | B: -10 | C: -15 | D: -5 | E: -1 | F: 5 | G: 10 | H: 4 | I: -11
CCc1ccc(N(C2C=CS(=O)(=O)C2)S(=O)(=O)c2ccccc2)cc1 (stereo unspecified)
  A: -1 | B: -9 | C: 10 | D: 3 | E: 2 | F: 9 | G: -7 | H: 7 | I: 2
O=C(COC(=O)CCc1ccccc1)NC12CC3CC(CC(C3)C1)C2
  A: 3 | B: -1 | C: 0 | D: 2 | E: 4 | F: -11 | G: -12 | H: 8 | I: 12
CCN(CC(=O)NCc1ccc(Cl)cc1)C(=O)CN1C(=O)NC(CC)(c2ccccc2)C1=O (stereo unspecified)
  A: 3 | B: -4 | C: -7 | D: 4 | E: 6 | F: -2 | G: -6 | H: 8 | I: 6
CCc1nnc(N/N=C/c2c(C)[nH]c3ccccc23)n1N
  A: -2 | B: 15 | C: 60* | D: -6 | E: -7 | F: -1 | G: 6 | H: 19 | I: 2
CCC(=O)Nc1nnc(SCC(=O)N2c3ccccc3CC2C)s1 (stereo unspecified)
  A: 1 | B: -3 | C: -6 | D: 0 | E: 3 | F: 10 | G: 1 | H: 13 | I: 6
Cc1ccc(-c2nc3ccccc3[nH]2)cc1N
  A: -3 | B: -1 | C: 25 | D: 94* | E: 87* | F: 6 | G: 91* | H: -293 | I: -3
O=S(=O)(Nc1ccc(Cc2ccncc2)cc1)c1ccc(Br)s1
  A: -2 | B: 0 | C: -24 | D: -10 | E: -15 | F: 2 | G: -12 | H: 5 | I: 18
CC(C)(CNC(=O)c1ccc([N+](=O)[O-])c(Cl)c1)CNC(=O)c1ccc([N+](=O)[O-])c(Cl)c1
  A: 0 | B: 0 | C: 16 | D: 5 | E: 4 | F: 3 | G: -7 | H: 19 | I: 16
O=C1NC(c2ccc(O)cc2)Nc2ccccc21 (stereo unspecified)
  A: 1 | B: -6 | C: -2 | D: 1 | E: -4 | F: 8 | G: 5 | H: -295 | I: -14
O=C1c2ccccc2C(=O)N1CCCSc1nc2ccccc2o1
  A: 3 | B: -2 | C: -3 | D: 5 | E: 10 | F: 26 | G: -4 | H: 15 | I: 10
O=C(C1CCC(=O)N(C2CCCC2)C1)N1CCC(Oc2ccccc2Cl)CC1 (stereo unspecified)
  A: 1 | B: -5 | C: 15 | D: -4 | E: 0 | F: 11 | G: -2 | H: 2 | I: 2
O=C(Nc1ccc2c(c1)oc1ccccc12)C1CC1
  A: 1 | B: -2 | C: 5 | D: 2 | E: -15 | F: 40 | G: -4 | H: 9 | I: 7
Cc1ccc2nc(-c3ccccn3)c(Nc3ccccc3C)n2c1
  A: 2 | B: 4 | C: 26 | D: -4 | E: 1 | F: 12 | G: -2 | H: -178 | I: -5
COc1ccc(C(=O)N2CCCCCC2)cc1S(=O)(=O)N1CCOCC1
  A: 1 | B: 2 | C: -1 | D: 0 | E: 5 | F: 8 | G: -2 | H: 10 | I: -3
N/C(=N\OC(=O)C1CCCCC1)c1cccc(Br)c1
  A: 1 | B: 2 | C: 6 | D: 48 | E: 27 | F: 11 | G: 69* | H: 11 | I: -4
Cc1[nH]n(-c2ccc([N+](=O)[O-])cc2)c(=O)c1C=NCCc1ccc(S(N)(=O)=O)cc1
  A: 11 | B: 17 | C: -8 | D: -6 | E: 10 | F: 0 | G: 14 | H: 12 | I: 5
CC(NC(=O)c1cc(=O)[nH]c2ccc(Br)cc12)c1ccccc1 (stereo unspecified)
  A: nt | B: nt | C: nt | D: -5 | E: -1 | F: 10 | G: -6 | H: nt | I: -4
COc1ccccc1OCC(=O)NCC(C)NC(=O)COc1ccccc1OC (stereo unspecified)
  A: 0 | B: 4 | C: -10 | D: -2 | E: -7 | F: -1 | G: 9 | H: -15 | I: 4
CC(Sc1nc2ccccc2c(=O)n1CC1CCCO1)C(=O)NC(C)c1ccccc1 (stereo unspecified)
  A: 3 | B: -1 | C: 4 | D: -9 | E: -4 | F: 9 | G: 0 | H: 20 | I: -1
CC(c1ccco1)N(C(=O)COc1ccc(Cl)cc1)c1ccccn1 (stereo unspecified)
  A: -5 | B: -1 | C: 8 | D: 2 | E: 18 | F: 12 | G: 50* | H: -5 | I: 0
CC(C)CCC1CC(CSC(=N)N)OC1=O (stereo unspecified)
  A: 0 | B: -2 | C: -8 | D: -9 | E: -5 | F: 2 | G: -13 | H: 12 | I: 12
Cc1ccc(SCC(=O)Nc2nccs2)cc1
  A: 0 | B: 0 | C: 3 | D: 5 | E: -12 | F: -16 | G: -21 | H: 27 | I: i
COc1ccc(C2SCCN2S(=O)(=O)c2ccc(NC(C)=O)cc2)cc1 (stereo unspecified)
  A: -1 | B: 13 | C: -22 | D: 3 | E: 1 | F: 13 | G: 11 | H: -1 | I: -7

Part of the list above in a different format:
Values run as follows: SENP1 inh | HKDC1 inhibitor | PfGluPho inh | SENP7 inh | SENP8 block-1 | NLRP3 yeast inh | SENP6 inh | SENP8 block-2 | Apaf-1 inh
COc1ccccc1OCC(=O)NCC(C)NC(=O)COc1ccccc1OC (stereo unspecified)
  0 | 4 | -10 | -2 | -7 | -1 | 9 | -15 | 4
CC(Sc1nc2ccccc2c(=O)n1CC1CCCO1)C(=O)NC(C)c1ccccc1 (stereo unspecified)
  3 | -1 | 4 | -9 | -4 | 9 | 0 | 20 | -1
CC(c1ccco1)N(C(=O)COc1ccc(Cl)cc1)c1ccccn1 (stereo unspecified)
  -5 | -1 | 8 | 2 | 18 | 12 | 50* | -5 | 0
